# DRD3 agonist – qHTS of D3 Dopamine Receptor Agonist: qHTS. D(3) dopamine receptor (Homo sapiens), P35462. AID 652048, 2013. actives 0.58% (n = 410,000). max activation, %. D3R DiscoveRx beta-arrestin cells, luminescence, 90 min; in the data active means max activation above about 30%; further: 0% is about no effect; mostly tested at two doses, the higher about 12 µM
# Target sequence (P35462 whole entry, looked up): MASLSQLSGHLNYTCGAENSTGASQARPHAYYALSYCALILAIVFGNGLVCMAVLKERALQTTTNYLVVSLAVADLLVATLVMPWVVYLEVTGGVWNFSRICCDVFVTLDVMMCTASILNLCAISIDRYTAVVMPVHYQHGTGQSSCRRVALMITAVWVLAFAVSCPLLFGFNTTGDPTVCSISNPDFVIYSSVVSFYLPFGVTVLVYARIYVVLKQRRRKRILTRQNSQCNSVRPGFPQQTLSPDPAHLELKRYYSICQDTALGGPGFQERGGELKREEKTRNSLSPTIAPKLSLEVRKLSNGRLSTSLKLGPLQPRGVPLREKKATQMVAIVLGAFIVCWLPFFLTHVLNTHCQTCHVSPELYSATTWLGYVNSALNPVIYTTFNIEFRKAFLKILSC
#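 Cells at 1500/well, incubated overnight, then treated with pinned compounds (dopamine as control) for 90 min at 37 degrees C. DiscoveRx reagent added for 30 - 60 minutes at room temperature; luminescence read.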
# PLK1 PBD inh – qHTS for Inhibitors of PLK1-PDB (polo-like kinase 1 - polo-box domain): Primary Screen; Serine/threonine-protein kinase PLK1 (Homo sapiens), P53350; Plk1 PBD binding of FITC phosphopeptide, fluorescence polarization; Potency, µM, inactives show max response, negative = inhibition, hits mostly inhibitors; actives 2.8% (n = 360,000); AID 720504, 2013; further: potency means the concentration at half of the fitted maximal effect; series mostly up to about 57 µM; on the % scale 0 is the no-effect control and ±100 the full control effect; nearly all actives have a fitted effect of over 65% in size
# Target sequence (P53350 whole entry, looked up, the tested form may be a part): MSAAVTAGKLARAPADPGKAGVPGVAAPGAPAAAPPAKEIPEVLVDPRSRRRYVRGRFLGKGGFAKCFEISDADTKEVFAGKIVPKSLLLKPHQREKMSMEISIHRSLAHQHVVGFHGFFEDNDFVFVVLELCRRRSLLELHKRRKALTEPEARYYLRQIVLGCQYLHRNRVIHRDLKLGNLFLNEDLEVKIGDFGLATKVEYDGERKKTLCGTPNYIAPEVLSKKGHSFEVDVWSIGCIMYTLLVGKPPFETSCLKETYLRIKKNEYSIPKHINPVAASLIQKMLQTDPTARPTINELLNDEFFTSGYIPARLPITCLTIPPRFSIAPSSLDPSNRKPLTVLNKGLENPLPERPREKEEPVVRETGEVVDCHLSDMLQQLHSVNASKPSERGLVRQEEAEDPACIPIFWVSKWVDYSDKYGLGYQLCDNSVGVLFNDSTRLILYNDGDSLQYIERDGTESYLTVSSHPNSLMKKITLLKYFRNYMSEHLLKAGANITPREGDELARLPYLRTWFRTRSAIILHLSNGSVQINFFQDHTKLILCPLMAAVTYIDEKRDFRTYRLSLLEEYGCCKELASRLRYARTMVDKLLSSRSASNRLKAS
# WRN inhibitor – qHTS for Inhibitors of WRN Helicase | Potency, µM (titrated, usually from 114 µM), inactives show at the highest dose activity change, negative = inhibition, most hits filed as inhibitors | actives 0.46% (n = 360,000) | Bifunctional 3'-5' exonuclease/ATP-dependent helicase WRN (Homo sapiens), Q14191 | WRN helicase unwinding, fluorescent forked duplex, kinetic | AID 651768, 2012; further: potency means the concentration at half of the fitted maximal effect; on the % scale 0 is the no-effect control and ±100 the full control effect; nearly all actives have a fitted effect of over 55% in size
#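 Primary qHTS, 1536-well format. 20 nM WRN + compound, 15 min RT; start with 100 nM forked fluorophore/quencher duplex, 2 mM ATP (final); kinetic read ex 525/em 598 nm.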
# HEK293 tox – qHTS of GLP-1 Receptor Inverse Agonists: Cytotox Screen | HEK293 cAMP-luciferase reporter cells, luminescence, 24 h | Potency, µM (series often up to 38.3 µM), inactives show at the top dose activity change, negative = inhibition, hits mostly inhibitors | actives 0.13% (n = 410,000) | AID 624418, 2012;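 further: loss of luciferase light is scored as toxicity; potency means the concentration at half of the fitted maximal effect; on the % scale 0 is the no-effect control and ±100 the full control effect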
#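 Step one: seed cells (200 cells/uL, DMEM with 10% Nu serum, 1% pen-strep). Step two: 12-hour incubation at 37 deg C. Step three: pin 23 nL compound, incubate 24 hr. Step four: add luciferase reagent, read luminescence 12 min later.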
# IL2 activator – qHTS of IL-2 Activators; activation, % (series mostly up to about 46 µM); actives 0.065% (n = 360,000); AID 652025, 2013; IL-2 activation reporter assay, cell-based qHTS; stimulated with anti-CD3/CD4/CD28 beads; in transgenic mouse T cells; in the data active means activation above about 50%; inconclusive means mostly about 30% to 49%; further: 0% is about no effect
#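 Using fluorescent plate cytometry, EGFP and DsRed are detected in transgenic mouse T cells stimulated 18 h at 37 degrees C with antibody-coated beads after 60 min compound pretreatment.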
# GLP-1R agonist – qHTS of GLP-1 Receptor Agonists. HEK293 GLP-1R CRE-luciferase, luminescence, 4-6 h; cells express a hypersensitive GLP-1R form. Potency, µM (top dose mostly 45.6 µM), for inactives: top-dose activation, usual class: activators. actives 0.007% (n = 380,000). AID 624172, 2012; further: potency means the concentration at half of the fitted maximal effect; % of control where 0% means no effect
# GLP1R inv ag – qHTS of GLP-1 Receptor Inverse Agonists (Inhibition Mode); HEK293 GLP-1R CRE-luciferase, luminescence, 24 h; GLP-1R form is constitutively active; Potency, µM (doses to about 38.3 µM), for inactives: at the top dose activity change, negative = inhibition, most hits filed as inhibitors; actives 1.6% (n = 410,000); Glucagon-like peptide 1 receptor (Homo sapiens), P43220; AID 624417, 2012; further: potency means the concentration at half of the fitted maximal effect; on the % scale 0 is the no-effect control and ±100 the full control effect; nearly all actives have a fitted effect of over 55% in size
#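 Seeding at 200 cells/uL, 12 h culture, 24 hr compound treatment, then luciferase reagent and a luminescence read; cells are HEK293 stably expressing a constitutively active GLP-1R plus cAMP-responsive luciferase.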
# D3 antag – qHTS of D3 Dopamine Receptor Antagonist: qHTS; AID 652054, 2013; D(3) dopamine receptor (Homo sapiens), P35462; actives 2.5% (n = 360,000); D3R cells, DiscoveRx beta-arrestin luminescence, antagonist mode; active compounds read low; max response, negative = inhibition, %; in the data active means max response below about -50%; inconclusive means no clear call, values can overlap the other calls; further: on the % scale 0 is the no-effect control and ±100 the full control effect; mostly tested at two doses, the higher about 12 µM
#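 Cells plated overnight at 1500 cells/well, then exposed to library compounds with dopamine controls for 90 minutes at 37 degrees C. DiscoveRx reagent added for 30–60 minutes at room temperature; luminescence read, quantitative HTS format.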
# PI5P4Ka inh – qHTS for Inhibitors of phosphatidylinositol 5-phosphate 4-kinase (PI5P4K). Phosphatidylinositol 5-phosphate 4-kinase type-2 alpha (Homo sapiens), P48426. PI5P4Kalpha enzyme, ADP-Glo luminescence, 60 min; active compounds read low. max response, %. actives 1.2% (n = 330,000). AID 652105, 2013; active means max response of -50% or lower; inconclusive means between -30% and -50%; inactive means -30% or higher; further: value at the top dose of about 77 µM; on the % scale 0 is the no-effect control and ±100 the full control effect
#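 ADP-Glo luminescence end-point read after a 60 min room-temperature kinase reaction of PI5P4Kalpha plus substrate, initiated with ATP at 5 microM final. Buffer: 0.038 M HEPES pH 7.4, EGTA, 0.1% CHAPS, 5% DMSO.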
# * marks the source's active call; other numbers are inactive results; u = inconclusive; x = no result given; & = joins results of further samples; [ ] = dose if it differs, or a comment. Unless noted, the call rests on the fitted dose curve; in most records, active means well fitted curve in the direction sought with a large enough effect; inconclusive means small, poorly fitted or top-dose-only effect, or another doubt; inactive means no such curve, though single readings can be large; an effect the other way counts as inactive or inconclusive.
# Under each structure: DRD3 agonist	PLK1 PBD inh	WRN inhibitor	HEK293 tox	IL2 activator	GLP-1R agonist	GLP1R inv ag	D3 antag	PI5P4Ka inh
Cc1ccc(NC(=O)Cn2nc(C)c3ccccc3c2=O)cc1F
→ -6.1	-13.4%	-3.3%	-2.2%	-2.9	-9.8%	-1.0%	-15.6	-2.1
COc1ccc(-n2cccc2/C=C2\C(=N)N3N=C(c4ccco4)SC3=NC2=O)cc1
→ 5.9	u	u	-11.5%	-3.1	-1.6%	-9.5%	-5.2	-53.2*
CC(Oc1ccc2c(-c3ccccc3)cc(=O)oc2c1)C(=O)NC(Cc1c[nH]c2ccc(O)cc12)C(=O)O (centres undefined)
→ -8.4	-19.0%	-8.9%	1.7%	-0.1	-5.7%	19.8%	-19.6	-15.7
CCOc1ccccc1CN1CCNC(=O)C1CC(=O)NCc1cc(C)n(C)n1 (centres undefined)
→ -2.3	-9.7%	1.1%	1.7%	0.1	-2.3%	8.8%	8.5	-0.2
COc1cc(CCC(=O)OCC(=O)Nc2ccc(F)c(F)c2)cc(OC)c1OC
→ -3.2	-10.5%	9.4%	-1.9%	-3.3	8.0%	25.7%	-2.7	0.8
CCOC(=O)C1CCN(S(=O)(=O)c2cc(Cl)c(C)cc2OC)CC1
→ -1.6	-4.6%	-22.9%	-0.9%	-3.1	15.3%	-6.9%	21.4	9.6
COc1ccc(CN2CCCC(N3CCc4ccccc4C3)C2)c(O)c1 (centres undefined)
→ -10.8	1.9%	9.6%	0.2%	2.2	-1.5%	-15.4%	-12.1	-3.2
COn1c(-c2ccccc2)c(C=O)c2ccccc21
→ -4.1	-2.3%	-7.0%	-0.1%	1.3	-2.5%	0.2%	9.1	8.1
Cc1ccc(C)c(NC(=O)C(=O)NCc2ccccn2)c1
→ 0.4	-14.7%	-24.6%[57.1 µM]	-0.2%	-0.4	1.8%	16.9%	0.1	4.0
O=C(NCc1ccccc1Cl)c1cnccn1
→ 4.6	0.3%	3.0%	-4.2%	0.5	-3.7%	3.1%	24.3	-8.0
Brc1ccc(-c2cnco2)cc1
→ 2.9	6.6%	-3.1%[57.1 µM]	-1.9%	0.4	-4.2%	20.0%	5.5	1.2
CCc1nc2ccc(C(=O)N(C)Cc3ccco3)cn2c1N(CC)C(=O)NCCc1ccccc1
→ 1.5	-3.3%	-1.8%	4.9%	0.5	4.9%	9.4%	24.9	-0.6
CN1C(=O)c2ccc(NC(=O)c3ccc(Cl)cc3Cl)cc2C1=O
→ -1.1	2.2%	-2.8%	-9.3%	0.0	5.0%	14.3%	-1.2	3.3
CC(C)(C)OC(=O)NCc1ccc(NC(=O)c2nc[nH]c2C(=O)NCCCNC(=O)c2[nH]cnc2C(=O)Nc2ccc(CNC(=O)OC(C)(C)C)cc2)cc1
→ 2.0	-3.5%	-3.9%	-9.6%	-0.5	-2.3%	-0.8%	40.1	0.3
CCOc1c2ccc(C(=O)NCCCCc3ccccc3)cc2nn1CC
→ 4.9	-15.5%	4.9%	0.3%	-0.1	5.9%	-29.3%	-26.0	2.2
COc1ccc(NC2=NC3(CCCCC3)N=C(N)N2)cc1
→ -0.3	-3.9%	6.3%	-4.0%	-0.1	2.4%	8.5%	-13.0	-1.7
CN(CC(=O)Nc1ccc(Cl)c(C(F)(F)F)c1)C(=O)C1CSC2(C)CCC(=O)N12 (centres undefined)
→ 3.7	-2.3%	-10.1%	-0.4%	-5.2	-4.3%	u	5.7	11.1
NC(=O)/C(N=Nc1ccccc1)=N/Nc1ccccc1
→ -7.4	-2.2%	5.8%	5.6%	-0.2	-4.4%	1.3%	0.8	3.4
COC(=O)c1sccc1N/C=C(\C#N)S(=O)(=O)C(C)(C)C
→ -0.6	37.7µM*	u	0.5%	2.6	12.2%	4.2%	-10.7	4.1
CN=C(NC)SC1CC(=O)N(c2ccccc2)C1=O (centres undefined)
→ -11.6	-9.2%	0.2%	14.9%	0.8	0.3%	-0.5%	u	0.6
OC(c1ccc(Cl)c(Cl)c1)c1ncc(-c2ccccc2F)[nH]1 (centres undefined)
→ 0.8	5.9%	-8.3%	-0.2%	-0.5	-0.2%	u	8.2	-2.7
CCOC(=O)c1ccccc1NC(=O)c1ccc(NS(C)(=O)=O)cc1
→ 3.2	-0.8%	-4.2%	2.1%	-1.7	15.0%	79.8%[activator]	-23.6	x
COc1ccc(NC(=S)N/N=C/c2cccn2Cc2ccc(F)cc2)cc1
→ -3.0	-10.4%	0.0%	-18.6%	-3.3	0.1%	-10.1%	-9.6	0.3
CCOc1cccc(CNc2ccc(O)cc2)c1OCc1ccccc1Cl
→ -3.8&1.4	-6.1%	u	-18.7%&-20.3%	-0.2	5.6%	u	u	-19.2
C=CCn1cnc2c(c1=O)c1nc3ccccc3nc1n2/N=C/c1cc(OC)c(OC)c(OC)c1
→ -4.2	-10.0%	-9.7%	u	-0.6	4.6%	32.2%[activator]	-21.4	-4.6
O=C(CSc1nnc(CNC(=O)c2cccs2)o1)Nc1cccc(Cl)c1
→ -17.9	-6.8%	11.0%	0.6%	-3.3	3.6%	9.8%	10.2	0.0
Cc1ccnc(NC(=O)Cc2c(F)cccc2Cl)c1
→ -2.9	-10.6%	u	5.9%	0.6	1.4%	u	-11.5	3.1
Cc1cccc(CN2CCc3c(OCC(=O)NCc4ccco4)cccc3C2=O)c1
→ -2.2	-4.9%	-6.3%	-3.7%	3.1	-0.1%	u	9.1	2.1
Cc1ccc(C(=O)Cn2nnc3ccccc32)cc1[N+](=O)[O-]
→ -12.5	-15.1%	4.7%	5.3%	2.1	-4.8%	-5.2%	u	-0.6
CCC(=O)Nc1nc2cc(OC)ccc2s1
→ -2.2	-8.6%	0.7%	2.3%	-2.3	0.1%	-3.6%	6.5	-3.5
O=C(NCCc1ccccc1)c1cc(-c2ccncc2)nc2ccc(S(=O)(=O)N3CCOCC3)cc12
→ -9.1	5.5%	8.7%	2.6%	0.4	-4.7%	19.4%	-0.4	-0.3
COc1cc(C2C(C(=O)c3ccc(C)o3)=C(O)C(=O)N2CCCn2ccnc2)cc(OC)c1OC (centres undefined)
→ -2.9	-8.2%	-8.3%	11.0%	0.1	-7.9%	18.8%	-29.6	-9.7
CCOC(=O)N1CCN(C(=O)CN(CC)S(=O)(=O)c2cc(C)ccc2OC)CC1
→ -0.1	-7.5%	8.5%	-3.8%	-1.0	-2.3%	-1.8%	-3.7	-3.6
NC(CCCCCP(=O)(c1ccccc1)c1ccccc1)C(=O)O (centres undefined)
→ 4.8	-14.2%	-33.3%	2.2%	-3.6	2.0%	1.4%	0.2	-20.8
Cc1cc2n(c(=O)c1C#N)CCCN2c1ccccc1
→ 0.6	-8.8%	5.9%	3.1%	-1.5	0.0%	-1.9%	8.7	x
O=C(N1CCN(c2ccccc2)CC1)C1(S(=O)(=O)c2ccc(Cl)cc2)CC1
→ -13.4	-15.5%	8.1%	-2.1%	0.1	10.3%	-29.1%	-8.9	-7.1
CC(NC(=O)C1CCCN1C(=O)OCc1ccccc1)c1ccccc1 (centres undefined)
→ 7.2	-4.7%	0.5%	-15.5%	0.7	0.3%	18.3%	13.3	6.2
CCCCc1nn2c(N)c(/C=C3\C=Nc4ccccc43)c(=O)nc2s1
→ -10.8	1.7%	-9.2%	-20.6%	-3.5	-0.8%	14.7%	-16.6	-15.0
O=C(Nc1nc(-c2ccc(Cl)cc2Cl)cs1)C1CCCO1 (centres undefined)
→ -4.9	-3.9%	-7.5%	7.3%	-0.7	-0.6%	u	-2.5	0.3
C/C(=N/NC(N)=S)c1ccccc1[N+](=O)[O-]
→ -5.3	-4.9%	5.6%	u	-0.9	-1.0%	9.4%	-15.8	2.5
CC(NC(=O)COc1ccccc1)C(=O)N1CCN(c2ccccc2)CC1 (centres undefined)
→ 2.1	-13.7%	-4.5%	-5.1%	2.7	-1.7%	-8.2%	-14.0	-7.8
CCOc1cc(NC(=O)C2CCCO2)c(OCC)cc1NC(C)=O (centres undefined)
→ -5.8	-5.8%	-7.2%	3.1%	-0.5	0.5%	0.8%	-20.1	x
c1ccc(-n2ncc3c(N4CCC5(CC4)OCCO5)ncnc32)cc1
→ 4.0	-5.9%	-1.2%[57.1 µM]	1.9%	-0.8	4.9%	9.9%	15.2	1.8
CC1(CC(=O)N/N=C/c2ccc(-c3ccc(Cl)cc3)o2)OCCO1
→ 2.1	-5.5%	-24.2%[57.1 µM]	-10.2%	-0.9	-0.4%	0.4%	4.8	1.7
COc1cc2c(cc1OC)C(c1cccc([N+](=O)[O-])c1)N(C(=O)c1ccccc1C(=O)O)CC2 (centres undefined)
→ 5.7	-16.1%	-1.2%	10.0%	-0.1	-0.4%	-12.5%	-5.6	8.6
Cc1ccccc1/C=C/c1cc[n+](C)cc1
→ -4.8	2.1%	2.9%	-10.2%	-0.9	-2.6%	-15.5%	0.5	-1.7
COc1ccc(OC)c(S(=O)(=O)NCCc2sc(-c3ccc(C)cc3)nc2C)c1
→ -8.7	x	x	-0.4%	x	1.2%	-23.7%	x	x
COc1ccc(/C(C)=N/N2CCCCC2)c(O)c1
→ -1.0	-0.4%	7.4%	-17.1%	-1.3	-2.2%	7.2%	7.8	-7.9
